tuberculosis growth = growth inhibition of non-replicating M. tuberculosis (AID 488890) | Mycobacterium tuberculosis non-replicating, growth inhibition; higher % means a stronger effect | inhibition, % at 25 µM; hits with a dose series show IC50 in µM | hit rate 0.39% among 320,000; in the data active = a potency from the dose series; inconclusive = inhibition mostly from about 82% at the one dose, without a potency; inactive = the rest, 99 in 100 with inhibition below about 76%;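 note: plate controls were DMSO cells for no effect and high antibiotic wells for full effect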
Salmonella PhoP GFP = PhoP regulon inhibitors, Salmonella typhi PhoP promoter GFP reporter, confirmatory (AID 1850); Salmonella Typhi PhoP-promoter GFP reporter, fluorescence, 4 h; higher % means a stronger effect; hit rate 0.33% among 310,000; one-dose inhibition, % at 50 µM; IC50 in µM for titrated hits; in the data active = a potency from the dose series; inconclusive = inhibition mostly from about 25% at the one dose, without a potency; inactive = the rest, 99 in 100 with inhibition below about 19%;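 note: 0% = induced wells with vehicle and 100% = uninduced wells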
H1N1 NS1A inhibition = H1N1 influenza NS1A inhibitors, functional cell based assay (AID 504329); hit rate 0.3% among 340,000; inhibition, % at 12.5 µM, or IC50 in µM where a hit was titrated; NS1A functional cell-based assay, percent inhibition; higher % means a stronger effect; in the data active = a potency from the dose series; inconclusive = inhibition above about 27% without an active follow-up result; note: strong numbers were not always called active
M. tuberculosis HTS = M. tuberculosis growth inhibition, HTS (AID 449762). one-dose inhibition, % at 25 µM; IC50 in µM for titrated hits. M. tuberculosis H37Rv growth inhibition, 7H9 media; higher % means a stronger effect. hit rate 0.59% among 330,000; in the data active = a potency from the dose series; inconclusive = inhibition above about 70% without an active follow-up result;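 note: bacterial growth assessed after seven days of incubation; strong numbers were not always called active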
inhibitors of VEEV = inhibitors of VEEV TC-83 cytopathic effect, confirmation, Vero cells (AID 588727) | Vero cells, VEEV TC-83 cytopathic effect inhibition; higher % means a stronger effect | one-dose inhibition, % at 20 µM; IC50 in µM for titrated hits | hit rate 0.13% among 350,000; in the data active = a potency from the dose series; inconclusive = inhibition mostly from about 14% at the one dose, without a potency; inactive = the rest, 99 in 100 with inhibition below about 12%; note: strong numbers were not always called active
inhibitors of VEEV 10K pilot screen = also measured in inhibitors of VEEV; calls as there; inhibition, %; measured here: 10K pilot screen inhibition
* hit, by the source's call; i = inactive; ? = inconclusive; / = not tested or not shown; & = joins results of further samples. No enrichment for hits; overall some 1.6% were active at least once.

Preview, 7 compounds:
SMILES	tuberculosis growth	Salmonella PhoP GFP	H1N1 NS1A inhibition	M. tuberculosis HTS	inhibitors of VEEV	others
COC(=O)c1ccc(NC(=S)NCCC2=CCCCC2)cc1	?	-16.0%	3.1%	3.1%	0.4%
COc1ccc(OCC(=O)N/N=C/c2ccc(O[C@@H]3O[C@H](CO)[C@@H](O)[C@H](O)[C@H]3O)cc2)cc1	-15.8%	6.1%	6.9%	-5.7%	i	inhibitors of VEEV 10K pilot screen=0.5
Cc1c(CN2CCCC(CO)(Cc3cccc(Cl)c3)C2)cnn1C (stereo not drawn)	-2.4%	0.5%	3.4%	-2.6%	1.3%
CCOC(=O)c1[nH]c(COC(=O)C2CC(=O)N(Cc3ccccc3)C2)c(C(=O)OCC)c1C (stereo not drawn)	2.5%	4.2%	-2.9%	-1.5%	1.0%
Clc1ccc(C2=NN(c3ccccc3)C(c3ccco3)C2)cc1 (stereo not drawn)	68.7%	-1.9%	-10.9%	11.9%	i
CSc1ncnc2[nH]ncc12	/	/	-1.4%	/	4.0%
CCN1c2ccccc2S(=O)(=O)c2ccccc21	-6.6%	-12.8%	-20.1%	-6.1%	i

This part in full, from the first entry:
SMILES	tuberculosis growth	Salmonella PhoP GFP	H1N1 NS1A inhibition	M. tuberculosis HTS	inhibitors of VEEV	others
COC(=O)c1ccc(NC(=S)NCCC2=CCCCC2)cc1	?	-16.0%	3.1%	3.1%	0.4%
COc1ccc(OCC(=O)N/N=C/c2ccc(O[C@@H]3O[C@H](CO)[C@@H](O)[C@H](O)[C@H]3O)cc2)cc1	-15.8%	6.1%	6.9%	-5.7%	i	inhibitors of VEEV 10K pilot screen=0.5
Cc1c(CN2CCCC(CO)(Cc3cccc(Cl)c3)C2)cnn1C (stereo not drawn)	-2.4%	0.5%	3.4%	-2.6%	1.3%
CCOC(=O)c1[nH]c(COC(=O)C2CC(=O)N(Cc3ccccc3)C2)c(C(=O)OCC)c1C (stereo not drawn)	2.5%	4.2%	-2.9%	-1.5%	1.0%
Clc1ccc(C2=NN(c3ccccc3)C(c3ccco3)C2)cc1 (stereo not drawn)	68.7%	-1.9%	-10.9%	11.9%	i
CSc1ncnc2[nH]ncc12	/	/	-1.4%	/	4.0%
CCN1c2ccccc2S(=O)(=O)c2ccccc21	-6.6%	-12.8%	-20.1%	-6.1%	i
NC(=O)c1ccc(OCC(F)(F)C(F)(F)C(F)(F)C(F)(F)C(F)(F)C(F)F)cc1	23.8%	-6.4%	0.3%	-3.3%	1.7%
COc1ccc(-n2nc3c(=O)[nH][nH]c3cc2=O)cc1	4.1%	-8.5%	0.0%	3.8%	0.8%
CCCNC(=O)CN1C(=O)NC2(CCCc3cc(OC)ccc32)C1=O (stereo not drawn)	2.5%	3.4%	0.9%	3.7%	i
CC(NC(=O)COC(=O)CCN1C(=O)C2CC=CCC2C1=O)c1ccc(Br)cc1 (stereo not drawn)	-25.9%	/	-6.6%	-7.3%	0.2%
COc1ccc(NC(=O)NN2CCN(C)CC2)cc1OC	-8.3%	0.3%	-11.7%	-2.2%	0.1%
c1ccc(-c2nnc(OCc3cccnc3)c3ccccc23)cc1	12.8%	4.1%	-0.2%	48.6%	8.0%
COc1ccc(N(S(=O)(=O)c2ccccc2)S(=O)(=O)c2ccccc2)c(N)c1	-4.0%	-9.8%	1.8%	-2.2%	7.6%	inhibitors of VEEV 10K pilot screen=6.6
Cc1ccc(NC(=O)c2ccco2)c(NC(=O)c2ccccc2C)c1	0.1%	0.8%	7.0%	-8.0%	i
Cc1c(O)ccc2c(O)c(NC(=O)c3ccc4c(c3)CCC(C)(C)O4)c(=O)oc12	13.4%	-6.4%	0.7%	1.9%	i
Cc1ccc(NC(=O)CN(C)C2CCCCC2)cc1Br	0.35µM*	81.2µM*	-7.6%	3.8%	1.6%
O=C(NC(=S)Nc1nc(-c2cccc([N+](=O)[O-])c2)cs1)c1ccccc1Cl	7.6%	7.9%	/	?	1.1%
CCOC(=O)CC1=C(C(=O)OCC)C(c2cccs2)C(C#N)=C(N)O1 (stereo not drawn)	-9.7%	2.5%	-25.0%	3.2%	0.1%
CCCNC(=O)c1n[nH]c2c1CC(C(C)(C)CC)CC2 (stereo not drawn)	7.6%	3.8%	5.8%	7.5%	0.5%
O=C(C(c1ccccc1)c1ccccc1)N1CCN(Cc2ccco2)CC1	1.9%	-2.8%	-14.6%	2.5%	i
CCc1ccc2[nH]c(=O)c(C(c3nnnn3CCOC)N3CCN(c4ccccc4)CC3)cc2c1 (stereo not drawn)	8.3%	-8.4%&18.2%	-2.7%	-6.3%	2.0%
O=C(Cc1ccccc1)NC(Nc1ccccc1)C(Cl)(Cl)Cl (stereo not drawn)	7.0%	-3.0%	-5.9%	6.3%	2.9%
c1ccc(-c2cc3n(c2)CCc2ccccc2-3)cc1	26.9%	4.4%	-0.6%	47.8%	i
COc1ccc(CN2CCNC(=O)C2CC(=O)NCCc2c[nH]c3ccccc23)c(OC)c1 (stereo not drawn)	8.1%	-0.5%	-12.0%	-0.6%	1.3%
CC(=O)c1c(C)nn(CC(O)COc2ccc3c(c2)CCC3)c1C (stereo not drawn)	19.4%	1.5%	7.7%	7.1%	0.4%
COc1ccc(-n2nnc3c(=O)n(CC(=O)NCC4CCCO4)cnc32)cc1 (stereo not drawn)	/	-1.2%	7.1%	/	2.4%
Cc1ccccc1OCCn1nc(C(=O)O)c2ccccc2c1=O	10.0%	-7.2%	7.6%	2.9%	1.8%
NC(=O)CCCc1nc(-c2ccccc2)no1	19.0%	-2.0%	-2.6%	-3.0%	0.2%
CC1=C(C(=O)Nc2ccccc2)C2(CCCCC2)C(C(N)=O)C(=S)N1 (stereo not drawn)	10.0%	12.4%	1.1%	-0.1%	0.6%
Cc1ccc(S(=O)(=O)N(CC(=O)N/N=C\c2cccs2)c2cccc3cccnc23)cc1	-13.9%	-4.2%	-6.9%	6.2%	0.6%
CCCCC1CCC(C(=O)N(C)CC(=O)Nc2cccc(F)c2)CC1 (stereo not drawn)	52.1%	0.2%	-7.3%	8.8%	3.0%
CCOc1ccc(N(CC(=O)NCc2ccco2)S(=O)(=O)c2ccc(OC)c(OC)c2)cc1	4.3%	1.4%	-1.5%	5.1%	0.1%	inhibitors of VEEV 10K pilot screen=0.4
O=Cc1c(N2CCCCCC2)nc2ccccn2c1=O	-1.0%	-16.3%	0.3%	-6.5%	i
CCC1(C)NC(=O)N(CC(=O)Nc2cc(C)on2)C1=O (stereo not drawn)	-7.8%	/	-0.5%	-9.1%	i
CCC(=O)N1CCC(C(N)=O)(N2CCCCC2)CC1	-3.7%	5.2%	-7.5%	-2.7%	1.6%
CN1CCN(C(=O)c2ccccc2NC(=O)c2ccc(C(C)(C)C)cc2)CC1	-10.3%	3.9%	2.3%	-6.6%	0.9%
CC1(C)CC(=O)c2cnc(NC3CC3)nc2C1	-8.6%	-3.6%	-2.1%	6.7%	0.8%
COc1ccc(Cl)cc1CSc1n[nH]c(C)n1	0.5%	4.0%	3.3%	5.2%	1.6%
Cc1cc(C)nc(SCC(N)=O)n1	14.4%	-6.5%	-8.0%	-5.3%	8.2%
O=C(CCCOC(=O)c1ccc(O)cc1O)c1ccc(Br)cc1	/	/	-1.1%	/	2.5%
NC(=O)C1CCN(CCC(=O)Nc2ccc(Br)cc2)CC1	-9.3%	-3.3%	-1.1%	5.9%	i
CN(CC(=O)Nc1ccc(F)cc1)C(=O)Cn1c(=O)oc2ccccc21	-8.1%	/	-12.3%	-0.1%	3.4%
Cc1ccc(NC(=S)NC2CC3CCC(C2)N3Cc2ccco2)cc1C (stereo not drawn)	38.7%	-2.0%	-2.4%	-4.1%	i
O=C(O)/C=C/C(=O)Nc1ccc(S(=O)(=O)N2CCCC2)cc1	-6.9%	-8.9%	3.8%	4.2%	i
O=C(CN1C(=O)c2ccccc2S1(=O)=O)N1CCN(c2cccc(Cl)c2)CC1	-7.0%	7.4%	-22.4%	-1.6%	1.8%
COC(=O)c1ccc(N2CCOCC2)c(NC(=O)c2ccc3c(c2)OCCO3)c1	-12.9%	-1.8%	-2.7%	-19.3%	7.5%
CCOc1ccccc1NC(=O)C1CCCN(S(=O)(=O)c2cccc3cccnc23)C1 (stereo not drawn)	13.1%	-10.3%	0.6%	-4.6%	7.4%
O=C(NCCCN1CCOCC1)c1ccccc1NS(=O)(=O)c1ccc(Br)cc1	2.8%	4.2%	10.8%	-0.6%	1.5%
COC(=O)CCc1c(C)c(C(=O)c2ccco2)c2ccccn12	69.9%	-5.6%	1.3%	-4.8%	i
Cc1ccc(C(=O)N2CCC(C(=O)NC3CCCC3)CC2)cc1	1.6%	18.2%	1.5%	1.0%	1.2%
CN1C(=O)C(Cc2ccc(OCc3ccccc3)cc2)C(=O)N(C)C1=O	35.0%	0.0%	-1.9%	-4.6%	0.6%
CC(C)CC(=O)Nc1nc2ccc(S(=O)(=O)N3CCOCC3)cc2s1	14.5%	-19.1%	-11.1%	2.1%	7.0%
CCC(=O)N1CCc2cc(OC)c(OC)cc2C1COc1ccccc1OC (stereo not drawn)	/	/	2.0%	/	0.2%
COc1ccc(Cn2cnc3c([N+](=O)[O-])c(C)c(C)cc32)cc1	11.4%	-4.0%	-10.4%	4.8%	i
O=C(CNS(=O)(=O)c1ccccc1)OCC(=O)c1ccc(OC(=O)c2ccccc2)cc1	/	-2.3%	7.1%	/	3.4%
Cc1ccsc1CN(C)C(=O)CCc1nnc(COc2ccccc2)o1	15.7%	-5.5%	-2.8%	2.5%	i
CC(C)c1ccc(NC(=O)c2ccc(NC3=NC4CS(=O)(=O)CC4S3)cc2)cc1 (stereo not drawn)	-28.4%	-10.2%	4.0%	-4.9%	2.1%
COc1ccc(CN2C(=O)c3cccnc3C2=O)cc1S(=O)(=O)N1CCOc2ccc(C)cc21	6.1%	7.6%	5.4%	-2.5%	0.3%
Cc1c(C(=O)NCc2ccc3c(c2)OCO3)sc2nc(-c3ccccc3)cn12	-9.9%	5.5%	1.6%	-11.4%	1.5%

Further records follow:
SMILES	tuberculosis growth	Salmonella PhoP GFP	H1N1 NS1A inhibition	M. tuberculosis HTS	inhibitors of VEEV	others
CCOc1ccc(Oc2cc(C)nc(SC)n2)nn1	-1.2%	-13.8%	2.2%	-0.9%	1.2%
CC(C)(C)NC(=O)CN(C(=O)CSc1nnc(COc2ccccc2)o1)c1cccc(F)c1	-3.1%	17.6%	-2.7%	-16.2%	1.0%
Cc1nc2ccccc2c(=O)n1NC(=O)c1ccc(Cl)cc1	-5.6%	-4.6%	-1.5%	1.1%	1.2%
O=C(CC12CC3CC(CC(C3)C1)C2)NC(=S)Nc1ccc(CN2CCOCC2)cc1	?	-7.3%	10.2%	8.7%	i
CCOC(=O)c1c(C)n(CCOc2ccccc2)c2ccc(O)cc12	4.8%	0.3%	-8.6%	0.8%	0.1%
Cc1nc2ccc(Cl)cc2nc1C	-2.9%	7.6%	-6.7%	-3.5%	0.8%
O=C(CSc1nnc(-c2ccncc2)n1-c1ccccc1)Nc1ccc(C(=O)O)cc1	-9.7%	2.4%	/	-3.2%	1.3%
CN(C)CCCN1c2ccccc2CCc2ccccc21	16.2%	6.7%&8.4%	3.1%	-2.8%	0.4%
Cn1c(=O)c2sccc2n2c(CCCC(=O)Nc3ccccc3)nnc12	-10.3%	1.2%	-5.0%	0.3%	1.0%
O=C(COC(=O)CCNS(=O)(=O)c1cccs1)Nc1ccccc1	0.2%	/	-6.9%	2.5%	0.3%
COc1ccc(Cl)cc1N/C(N)=N/c1nc(CSc2ccc(C)cc2)cc(=O)[nH]1	5.5%	-14.8%	-5.4%	-4.8%	5.1%
Cc1ccc(-c2ccc(SCC(=O)N3CCCc4ccccc43)nn2)cc1	50.0%	-13.2%	/	-2.1%	/
CCCCOC(=O)Nc1ccc(S(=O)(=O)Nc2onc(C)c2C)cc1	25.8%	2.9%	-16.7%	-8.3%	i
CN(CC(=O)Nc1ccccc1Cl)C(=O)Cn1cnc2ccccc2c1=O	/	/	-13.0%	/	0.1%
COC(=O)c1ccccc1OC(=O)c1ccc(Br)o1	?	4.1%	4.9%	59.8%	0.3%
COC(=O)c1cc(S(=O)(=O)NCC2CCN(Cc3ccc(Cl)cc3)CC2)c[nH]1	9.4%	2.3%	-0.8%	8.1%	0.4%
Cc1cc(CNC(=O)Cc2c(F)cccc2Cl)nn1C	-16.2%	2.9%	2.6%	-1.5%	0.4%

Assay outcomes: PubChem BioAssay, Southern Research Specialized Biocontainment Screening Center
